Screening results as filed in PubChem BioAssay.
LYP inhibition = inhibitors of LYP phosphatase, biochemical, fluorescence intensity, uHTS (AID 1779); Tyrosine-protein phosphatase non-receptor type 22 (Homo sapiens); recombinant LYP phosphatase, fluorescence intensity; higher % means a stronger effect; inhibition, % at 11.5 µM, or IC50 in µM where a hit was titrated; actives 0.054% (n = 290,000); in the data active = inhibition above about 50%;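 note: plate controls were vehicle with enzyme for no effect and no enzyme for full effect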
Numbers without * were called inactive.

SMILES	LYP inhibition
NC(=O)CSc1nnc(-c2ccccc2)c(-c2ccccc2)n1	-4%
CC1CCN(C(=O)CSc2nnc(CNC(=O)c3c(F)cccc3F)o2)CC1	-12%
O=S1(=O)CCOCCN1Cc1ccc(Cl)cc1Cl	-6%
Cc1ccc(NC(=O)CC(=O)Nc2ccc(C)c(C)c2)cc1C	-10%
Cc1ccsc1/C=C(\CC(=O)O)c1nc2ccccc2o1	-9%
CCC(=O)N1CCN(c2nc(CC)nc3sc4c(c23)CCCC4)CC1	-2%
O=C1CSC(=S)N1c1ccc(F)cc1	-8%
Cc1coc2c1c(C)cc1oc(=O)c(CC(=O)N[C@@H](CC(C)C)C(=O)O)c(C)c12	-4%
Nc1cc(C(=O)OCC(=O)NCCNC(=O)COC(=O)c2ccc(Cl)c(N)c2)ccc1Cl	-6%
CCNC(=O)CN1C(=O)NC2(CCOc3ccccc32)C1=O (configuration not stated)	-2%
COc1ccc(OC)c(Nc2nc(C)nc3c2oc2ccccc23)c1	-8%
CN(CCC(=O)Nc1ccc(Cl)cc1)Cc1ccccc1	-7%
O=C(Nc1ccccc1C(=O)Nc1ccc(F)cc1)c1ccco1	-10%
COc1ccc(C(C(=O)NC2CCCCC2)N(Cc2cccnc2)C(=O)c2snc(C(N)=O)c2N)cc1 (configuration not stated)	-6%
CC(=O)c1c(C)[nH]c(C(=O)Nc2ccc(F)cc2F)c1C	-5%
Oc1ccc(Br)cc1/C=N/NC(=S)NCCc1ccccc1	0%
COc1cc(NC(=O)CCCNC(=O)c2ccc(Cl)cc2)cc(OC)c1	-5%
Cc1c(Cl)cccc1NC(=S)N1CCN(C(=O)c2ccco2)CC1	-8%
O=C(NC1CCN(C(=O)NCc2ccccc2)CC1)c1ccc(F)cc1	-11%
CCC(C(=O)O)n1cnc2scc(-c3ccc(C)c(C)c3)c2c1=O (configuration not stated)	-9%
Cc1c(Cl)cccc1NC(=O)CCS(=O)(=O)c1cccc2nonc12	-6%
O=C(NCc1ccccc1Cl)C(=O)NCC1OCCN1S(=O)(=O)c1ccc(F)cc1 (configuration not stated)	-6%
CCOc1cc(C(=O)N2CCCN(C)CC2)cc(OCC)c1OCC	8%
COc1cccc(C(=O)CC(=O)C(=O)Nc2cc(OC)c(OC)c(OC)c2)c1	2%
O=C(C1=C(O)C(=O)N(CCCN2CCOCC2)C1c1ccc(Cl)cc1)c1cc2ccccc2o1 (configuration not stated)	-6%
Cc1cc(C)n(C(C)CNS(=O)(=O)c2ccc(Cl)cc2)n1 (configuration not stated)	-11%
CCOc1ccc(C(=O)/C=C/Nc2ccc(S(=O)(=O)Nc3cc(C)nc(C)n3)cc2)cc1	-19%
O=C(Nc1ccccc1)C1CC(=O)N(Cc2ccccc2)C1 (configuration not stated)	-8%
O=[N+]([O-])c1ccc(CNc2ccc(F)cc2)s1	-8%
O=C(NCC(=O)N(c1ccccc1)C(C(=O)NCC1CCCO1)c1ccccc1)c1cccs1 (configuration not stated)	-8%
CCCCNC(=O)N1CCCC(C(=O)c2cc(C)c(OC)c(C)c2)C1 (configuration not stated)	-16%
CCc1ccc(Nc2n[n+](-c3ccccc3)c(/C=C/c3ccccc3)s2)cc1	-14%
Cc1cc(C)c(S(=O)(=O)N2CCOC2CNC(=O)C(=O)NCCN2CCOCC2)c(C)c1 (configuration not stated)	-10%
Cc1ccc(/C=N/NC(=O)c2cc(-c3ccc(C)o3)[nH]n2)cc1	-1%
N/C(=N\OC(=O)Cc1ccc([N+](=O)[O-])cc1)c1ccc([N+](=O)[O-])cc1	-3%
Cc1c(OC(C)C(=O)NCC(O)c2ccccc2)ccc2c3c(c(=O)oc12)CCCC3 (configuration not stated)	-4%
O=C(Nc1cccnc1)c1ccc([N+](=O)[O-])o1	-2%
CCOC(=O)N1CCN(C(=O)c2ccc([N+](=O)[O-])cc2Cl)CC1	-10%
Cc1cc(C)n(CCNC(=O)c2ccco2)n1	-7%
Cc1ccc(N2CC(C)Cn3c2nc2c3c(=O)[nH]c(=O)n2C)cc1C (configuration not stated)	-5%
O=C1c2ccccc2C(=O)C1c1ccccc1F	-6%
COc1ccc(CNC(=O)c2sccc2C)cc1	-8%
CC(C(=O)Nc1ccccc1F)N1CCN(C)CC1 (configuration not stated)	-5%
Cc1cccc(C)c1NC(=S)N1CCCCCC1	-10%
c1ccc(CCCOCCC2CO2)cc1 (configuration not stated)	-5%
Cc1ccc(-n2c(C)cc(/C=C3\SC(=O)NC3=O)c2C)cc1	-3%
Cc1ccsc1/C=C1/SC(=O)N(CC(=O)N2CCCC2)C1=O	-8%
O=c1[nH]cc(N=Cc2cc([N+](=O)[O-])ccc2O)c(=O)[nH]1	-4%
COc1ccc(NC(=O)C(=O)NCCN2CCN(C(=O)c3cccc(Br)c3)CC2)cc1	-7%
Cc1ccc(NC(=O)CCNC(=O)c2ccc(Cl)cc2)nc1	-3%
CNS(=O)(=O)c1cccc(C(=O)NCC2(N3CCCCC3)CCCCC2)c1	-9%
COc1ccc(Cl)cc1S(=O)(=O)N1CCCC(C(=O)NCCc2ccccc2)C1 (configuration not stated)	-9%
CCC(=O)N1CCN(c2ccc(NC(=O)COc3cccc(C)c3C)cc2)CC1	-12%
O=C(Nc1ccccc1)Nc1ccc(NC(=O)c2ccccc2O)cc1	-4%
COc1nc(NCCc2ccc(OC)c(OC)c2)nc(Nc2ccccc2)n1	-15%
Cc1ccc(-c2nn(-c3ccccc3)cc2/C=N/O)cc1	0%
O=C(CC(Sc1ccc(Br)cc1)C(=O)O)c1ccc(Br)cc1 (configuration not stated)	-3%
CCNS(=O)(=O)c1ccc(CCC(=O)N2CCN(c3cccc(Cl)c3)CC2)cc1	-6%
Cc1onc(-c2ccccc2)c1C(=O)N1CCN(c2ccccn2)CC1	-10%
COc1ccccc1CNC(=O)C(=O)NCC1OCCN1S(=O)(=O)c1ccc(Br)cc1 (configuration not stated)	3%

Further structures follow:
SMILES	LYP inhibition
CN1CCN(S(=O)(=O)c2ccc3c(c2)oc(=O)n3C)CC1	-7%
O=C(N/N=C/c1ccc(Br)cc1)c1cc[n+]([O-])cc1	-3%
COCCNC(=O)CN1C(=O)NC2(CCCc3ccccc32)C1=O (configuration not stated)	-4%
O=S(=O)(O)c1nc2ccccc2n1Cc1cccc2ccccc12	4%
O=C(O)c1nn(-c2ccccc2-c2n[nH]c(=O)[nH]c2=O)c(=O)[nH]c1=O	-3%
O=C(OCc1cccc([N+](=O)[O-])c1)c1cc2ccccc2oc1=O	-3%
O=C(Nc1cccc(NC(=O)c2ccccc2Cl)c1)c1cccs1	-8%
Cc1[nH]c(=O)c(C#N)cc1-c1csc(-c2ccccc2)n1	-5%
CC1CCN(C(=O)CSc2n[nH]c(-c3cccs3)n2)CC1	-10%
COc1ccc(S(=O)(=O)NCC(=O)N(CC(=O)NCc2ccco2)Cc2ccccc2)cc1	-5%
Cc1ccsc1CN(C(=O)c1ccc([N+](=O)[O-])cc1)C1CCS(=O)(=O)C1 (configuration not stated)	-10%
O=C(c1ccco1)N1CCCC(c2nc3c(nnn3Cc3c(Cl)cccc3Cl)c(=O)[nH]2)C1 (configuration not stated)	-8%
COc1ccc(N(CC(=O)NC2CCCC2)C(=O)Cn2nnc(-c3ccc(C)o3)n2)c(OC)c1	-12%
COCCN1CN=C(NS(=O)(=O)c2ccc(C)cc2)NC1	-10%
Cc1ccc(NC(=O)NCC2CC2(Cl)Cl)cc1 (configuration not stated)	-3%
CCOc1ccc(/C=C(\C)C(=O)c2c(C)cc(C)[nH]c2=O)cc1	-10%
COC(CN(C)C(=O)C1CCC(CNS(=O)(=O)c2ccccc2)CC1)OC (configuration not stated)	-7%
O=C(Nc1ccccc1)O[C@@H]1C[C@H]2CCC(=O)N3CC[C@@H](C1)[C@@H]23	-13%
CCOC(=O)C1CCN(CCCSc2ccc(Cl)cc2)CC1	-7%
Oc1ccc(/C=N/n2c(-c3ccccc3)n[nH]c2=S)cc1	-4%
COC(=O)c1ccc(C(=O)NC2CC(C)(C)Cc3c2cnn3-c2ccc(F)cc2)nc1 (configuration not stated)	-5%
COc1ccc(CNCc2ccc(C(F)(F)F)cc2)cc1OC	-6%
CN(C)c1ccc(CNc2nc3ccccc3s2)cc1	-3%
COc1ccccc1CC(=O)N(Cc1ccccc1)c1cccc(C)c1	-3%

Arranged by formula weight (falling): 19 of the compounds above.
SMILES	LYP inhibition
COc1ccc(S(=O)(=O)NCC(=O)N(CC(=O)NCc2ccco2)Cc2ccccc2)cc1	-5%
COc1ccc(N(CC(=O)NC2CCCC2)C(=O)Cn2nnc(-c3ccc(C)o3)n2)c(OC)c1	-12%
COC(=O)c1ccc(C(=O)NC2CC(C)(C)Cc3c2cnn3-c2ccc(F)cc2)nc1 (configuration not stated)	-5%
COC(CN(C)C(=O)C1CCC(CNS(=O)(=O)c2ccccc2)CC1)OC (configuration not stated)	-7%
Cc1ccsc1CN(C(=O)c1ccc([N+](=O)[O-])cc1)C1CCS(=O)(=O)C1 (configuration not stated)	-10%
COc1ccccc1CC(=O)N(Cc1ccccc1)c1cccc(C)c1	-3%
O=C(O)c1nn(-c2ccccc2-c2n[nH]c(=O)[nH]c2=O)c(=O)[nH]c1=O	-3%
CCOC(=O)C1CCN(CCCSc2ccc(Cl)cc2)CC1	-7%
O=S(=O)(O)c1nc2ccccc2n1Cc1cccc2ccccc12	4%
COCCNC(=O)CN1C(=O)NC2(CCCc3ccccc32)C1=O (configuration not stated)	-4%
COc1ccc(CNCc2ccc(C(F)(F)F)cc2)cc1OC	-6%
CC1CCN(C(=O)CSc2n[nH]c(-c3cccs3)n2)CC1	-10%
O=C(Nc1ccccc1)O[C@@H]1C[C@H]2CCC(=O)N3CC[C@@H](C1)[C@@H]23	-13%
COCCN1CN=C(NS(=O)(=O)c2ccc(C)cc2)NC1	-10%
CCOc1ccc(/C=C(\C)C(=O)c2c(C)cc(C)[nH]c2=O)cc1	-10%
Oc1ccc(/C=N/n2c(-c3ccccc3)n[nH]c2=S)cc1	-4%
Cc1[nH]c(=O)c(C#N)cc1-c1csc(-c2ccccc2)n1	-5%
CN(C)c1ccc(CNc2nc3ccccc3s2)cc1	-3%
Cc1ccc(NC(=O)NCC2CC2(Cl)Cl)cc1 (configuration not stated)	-3%

(continued)
SMILES	LYP inhibition
O=C(Nc1ccc(N2CCN(C(=O)c3cccs3)CC2)cc1)c1ccc([N+](=O)[O-])o1	-7%
O=C(NCCN1CCN(c2ccccc2)CC1)Nc1cccc(Cl)c1	-7%
Cc1ccc(S(=O)(=O)N(C)S(=O)(=O)c2ccc(C#N)cc2)cc1	-6%
Cn1c(C(=O)N2CCOCC2)cc2c(=O)n3ccccc3nc21	-19%
O=C(c1ccc(Cl)cc1)C(CN1CCCC1)c1ccccc1 (configuration not stated)	-5%
COc1ccc(-n2c(COc3cccc(C)c3)n[nH]c2=S)cc1	-9%
COc1ccccc1NC(=O)c1ccc(NC(=O)CNC(=O)c2ccc(OC)c(OC)c2)cc1	-6%
O=C(OCC(=O)N1CCOCC1)c1ccc(Cl)cc1[N+](=O)[O-]	-6%
Cn1ccsc1=NC(=O)c1ccc(S(C)(=O)=O)c([N+](=O)[O-])c1	-4%
COC(=O)c1ccc(CSCc2ccc(C#N)cc2)cc1	-4%
O=C(Sc1cccc2cccnc12)c1ccccc1Br	0%
COc1ccc(N2CCN(C(=O)c3ccc4c(c3)NC(=O)C(CSCc3ccc(C)cc3)N4)CC2)cc1 (configuration not stated)	-1%
Cc1ccc(N(Cc2ccccc2)C(=O)c2cccc(F)c2)cc1	-6%
Cc1ccc(-c2nc(C#N)c(N3CCC(C(N)=O)CC3)o2)cc1	-16%
CCCN1CCC(NC23CC4CC(CC(C4)C2)C3)CC1	-8%
CCC(Oc1ccccc1)C(=O)Nc1ccccc1N1CCCC1 (configuration not stated)	-5%
c1ccc(COc2ccc(-c3sc(Nc4ccccc4)n[n+]3-c3ccccc3)cc2)cc1	-4%
O=C(Nc1ccncc1)Nc1ccc(Br)cc1Cl	-5%
CCCC(=O)Nc1c(-c2cccc(C)c2)c(=O)c2ccccc2n1C	-4%
CSc1ncccc1C(=O)Nc1ccc(C)cn1	-13%
Cc1ccc(-c2nnn(CC(=O)N(CC(=O)NC3CCCC3)c3ccccc3F)n2)o1	0%
COC(=O)c1sc(NC(=O)CSc2nnnn2C)nc1C	-7%
COc1ccc(CCNC(=O)c2ccc(S(=O)(=O)N(C)c3ccccc3)cc2)cc1OC	-7%
O=C(Nc1ccc2c(c1)OCO2)c1cc(-c2cccc(O)c2)on1	-10%
Cc1cc(C)n2nc(SCC(=O)Nc3ccc(O)cc3)nc2n1	-9%
Cc1cc2oc(=O)c(CC(=O)NCCCN(C)C)c(C)c2c2occ(C(C)(C)C)c12	-8%
Cc1cc(C(=O)N/N=C/c2ccc3c(c2)OCO3)c2ccccc2n1	2%
O=C(N/N=C/c1c(O)ccc2ccccc12)c1ccc(CO)nc1	-8%
CNS(=O)(=O)c1cn(CC(=O)NCc2ccc(N(C)C)cc2)cc1S(=O)(=O)NC	-10%
CCc1cccc2c1NC(=O)C2(O)N1CCCC(C)C1 (configuration not stated)	-3%
COC(=O)CNC(=O)CCC(=O)N1CCN(C(c2ccccc2)c2ccccc2)CC1	-10%
O=C(CCn1nc(-c2ccc(Cl)cc2)ccc1=O)N1CCN(c2ccc(F)cc2)CC1	-3%
CC(=O)NC(Cc1ccccc1)C(=O)NC1CCN(C(=O)NCc2ccccc2)CC1 (configuration not stated)	-1%
CC1Oc2ccccc2N(CC(=O)NCCN2CCOCC2)C1=O (configuration not stated)	-11%
COCc1nnc(NC(=O)c2ccc(S(=O)(=O)N(C)Cc3ccccc3)cc2)o1	-8%
O=C(CCl)N1c2ccccc2SCC1c1ccccc1 (configuration not stated)	-7%
Cc1ccc(S(=O)(=O)NCC(C)n2cncn2)cc1C (configuration not stated)	-4%
Cn1c2ccccc2c(=O)c2ccc(C#Cc3ccccn3)cc21	-8%
COc1cc(/C=C2\NC(=S)NC2=O)ccc1OCc1cccc(C(=O)O)c1	2%
N#Cc1ccc(C(=O)Nc2ccc3ccccc3c2)cc1	-3%
CC(=O)c1c2c3c(cccc3n(C)c1=O)C(=O)c1ccccc1-2	-2%
O=C(NC1CCCC1)c1cc(-c2ccccc2Cl)on1	-5%
CC1CN(C(=O)COC(=O)c2cc(S(N)(=O)=O)c(Cl)cc2Cl)CC(C)O1 (configuration not stated)	-4%
COc1ccccc1CNC(=O)CN1CCN(c2ccc(C(C)=O)cc2)CC1	5%

A portion of the library; count on the stated rates, not on these rows.
